procasp3 activ: activators of human procaspase-3 D3A mutant, primary screen, biochemical, absorbance, PC-3 D3A mutant, single concentration. 330,000 compounds, 0.11% hits. recombinant procaspase-3 D3A, Ac-DEVD-pNA absorbance 405 nm. activation, % at 8.5 µM;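 active = activation above the mean of all tested compounds plus 3 SD, cut at about 21% in these data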;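 also: 0% = DMSO alone and 100% = DMSO wells spiked with extra 5 µM PC-3 D3A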
Target sequence (P42574 whole entry D9A/D28A/D175A): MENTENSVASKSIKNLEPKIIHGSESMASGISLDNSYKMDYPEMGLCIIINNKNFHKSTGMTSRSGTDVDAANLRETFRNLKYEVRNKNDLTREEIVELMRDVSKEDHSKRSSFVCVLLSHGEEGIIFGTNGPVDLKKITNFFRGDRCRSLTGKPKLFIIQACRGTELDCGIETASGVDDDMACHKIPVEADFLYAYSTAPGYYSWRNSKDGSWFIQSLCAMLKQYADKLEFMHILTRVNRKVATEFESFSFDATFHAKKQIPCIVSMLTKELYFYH
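Assay system: Autoprocessing-dead procaspase-3 D3A mutant enzyme; also added: Ac-DEVD-pNA; doses: one concentration, 8.5 µM nominal, 0.8% DMSO; times: 1 h compound preincubation, 2 h substrate hydrolysis at 25 °C; technique: 405 nm absorbance of p-nitroaniline, reads at 0 and 120 min; measure: % activation between DMSO and enzyme-spiked controls; repeats: single replicate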
RPL19A-GFP yeast: RPL19A-GFP expression modulators in yeast, primary screen, cell-based, S. cerevisiae, multiplex flow cytometry, MLPCN; percent response vs DMSO, % at 10 µM; AID 2025, 2009; S. cerevisiae RPL19A-GFP strain, 3 h; stronger effect = lower value; 330,000 compounds, 0.3% hits;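 active = percent response vs DMSO below 50%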;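 also: median channel GFP fluorescence of the barcoded RPL19A-GFP strain; ratio of sample median GFP to plate DMSO average so 100% = DMSO; lower means less RPL19A-GFP as with rapamycin TOR inhibition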
procasp7 counter: procaspase-7 activators, primary screen, counter-screen for procaspase-3 activator project, biochemical, absorbance, HTS, human; Caspase-7 (Homo sapiens), P55210; recombinant procaspase-7, Ac-DEVD-pNA absorbance 405 nm; D23A/D198A/D206A triple mutant, cannot self-cleave; scale: DMSO 0, 5 µM enzyme 100; activation, % at 8.5 µM; 330,000 compounds, 0.093% hits;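 active = percent activation above the screen-wide mean plus 3 SD, cut at about 25% in these data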
Target sequence (P55210 whole entry D23A/D198A/D206A): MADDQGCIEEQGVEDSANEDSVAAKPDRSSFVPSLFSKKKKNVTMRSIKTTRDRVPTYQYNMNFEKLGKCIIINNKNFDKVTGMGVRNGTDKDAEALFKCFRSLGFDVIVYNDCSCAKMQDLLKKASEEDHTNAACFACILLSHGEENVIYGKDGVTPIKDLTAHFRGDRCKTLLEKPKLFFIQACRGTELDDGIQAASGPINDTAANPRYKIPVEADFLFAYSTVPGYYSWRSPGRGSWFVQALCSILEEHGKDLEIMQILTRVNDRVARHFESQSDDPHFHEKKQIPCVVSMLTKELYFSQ
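Material: Procaspase-7 triple mutant (PC-7 D3A) | Quantity: 2 µM procaspase-7 mutant as dispensed | Reagent: DEVD-pNA substrate | Times: 1 h preincubation, 2 h reaction | Technique: 405 nm absorbance of p-nitroaniline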
LAP4-GFP MLPCN: modulators of LAP4-GFP expression in yeast, primary screen, S. cerevisiae, multiplex flow cytometry, MLPCN library. 3 h; median GFP as percent of DMSO wells. GFP response vs DMSO, % at 10 µM. 320,000 compounds, 0.34% hits. AID 2023, 2009;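 active = GFP response vs DMSO above a set limit, about the screen mean plus 3 SD, cut at about 150% in these data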
CIT2-GFP yeast: modulators of CIT2-GFP expression in yeast, primary screen, S. cerevisiae, GFP fusion, multiplex flow cytometry, MLPCN library; S. cerevisiae CIT2-GFP strain, 3 h; 100 means same as DMSO wells; GFP response vs DMSO, % at 10 µM; 320,000 compounds, 0.065% hits;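 active = GFP response relative to DMSO above a set limit, near the screen mean plus 3 SD, cut at about 150% in these data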;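 also: ratio of well median GFP fluorescence to mean of DMSO wells on the plate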
AHR activator: AHR activators, primary screen, cell-based, luminescence, luciferase reporter, human; Aryl hydrocarbon receptor (Homo sapiens), P35869; AHR-responsive luciferase reporter cells; activation, % at 5 µM; 320,000 compounds, 2.5% hits; in the data active = activation above about 47%;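 also: 0% = vehicle wells and 100% = reference agonist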
MEP2-GFP yeast: modulators of MEP2-GFP levels in yeast, primary screen, S. cerevisiae, multiplex flow cytometry, MLPCN library. 330,000 compounds, 0.51% hits. GFP response vs DMSO, % at 10 µM. S. cerevisiae MEP2-GFP strain, 3 h; 100% = DMSO control level;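 active = GFP response versus DMSO above a set limit, roughly screen mean plus 3 SD, cut at about 180% in these data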;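 also: median GFP fluorescence of the barcode-gated MEP2-GFP cells per well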
AGP1-GFP MLPCN: modulators of AGP1-GFP expression in yeast TOR pathway, primary screen, cell-based, multiplex flow cytometry, S. cerevisiae, MLPCN library. 3 h; GFP as percent of DMSO wells. GFP response vs DMSO, % at 10 µM. AID 2066, 2009. 320,000 compounds, 0.02% hits;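 active = GFP response relative to DMSO above a set limit, near screen average plus 3 SD, cut at about 150% in these data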;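 also: median GFP channel fluorescence of the gated AGP1 strain per well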
* hit, by the source's call; / = no result given.

SMILES	procasp3 activ	RPL19A-GFP yeast	procasp7 counter	LAP4-GFP MLPCN	CIT2-GFP yeast	AHR activator	MEP2-GFP yeast	AGP1-GFP MLPCN
CCn1cc(CNC(=O)c2ccc(Cl)c([N+](=O)[O-])c2)c(C)n1	6	99	-1	96	90	2	100	98
O=C(NCC(=O)N(c1ccc(F)cc1)C(C(=O)NC1CCCCC1)c1ccncc1)c1ccco1 (stereo unspecified)	1	105	9	105	107	1	110	103
O=C(NS(=O)(=O)c1ccc(Cl)cc1)c1ccccc1	-2	99	1	103	99	0	108	100
COc1ccccc1CN1CC(C(=O)N(C)CCc2nc3ccc(F)cc3[nH]2)CCC1=O (stereo unspecified)	0	96	-1	98	102	1	104	105
C=CCc1c(C)nc2c(C(=O)O)cnn2c1C	-1	98	5	104	103	-1	94	96
Cc1ccccc1C(=O)NNC(=O)C12CC3CC(CC(C3)C1)C2	2	108	8	111	117	3	119	104
CCCc1cc(=O)oc2cc(C)c(CN3CCCC3)c(O)c12	-3	104	-7	95	99	12	102	98
CNC(=O)c1cccn1-c1ccsc1C(=O)OC	4	96	-7	102	91	-1	103	97
O=C(CCNC(=O)c1ccc(Br)cc1)NCc1ccco1	0	94	7	101	91	3	99	99
COc1ccccc1C(=O)NCC(=O)NCCSc1ccc(Br)cc1	-2	100	7	101	94	2	97	100
CC[C@H](C)[C@H](NC(N)=O)C(=O)Nc1ccccc1F	7	104	-1	100	104	2	106	104
COc1ccc(OC)c(/C=N/NC(=O)c2ccc(N(C)S(=O)(=O)c3ccccc3)cc2)c1	6	106	4	94	104	29	102	103
CC1CCN(C(=O)CSc2nc3c(c(=O)n(C)c(=O)n3C)n2C)CC1	-5	93	-2	99	88	5	104	94
Cc1ccccc1-c1nc(S(=O)(=O)c2ccc(Cl)cc2)c(NCCN2CCOCC2)o1	10	86	5	96	95	-4	105	87
COc1ccc(N2CCN(C(=O)CSc3ccccc3)CC2)cc1	-6	100	8	109	96	1	102	93
O=C1c2ccc(Br)cc2C(=O)N1c1ccc(Cl)cn1	8	101	2	97	101	2	91	93
COc1ccc2c(CC(=O)NC3CCCc4ccccc43)coc2c1 (stereo unspecified)	2	102	-6	91	96	2	97	101
Cc1cc(Cl)ccc1C(=O)C1CCCN(C(=O)CCn2cnnn2)C1 (stereo unspecified)	-2	96	16	100	96	0	101	97
C=CCNC(=O)C(=O)NN=C1CCN(C)CC1	13	98	-7	101	107	11	100	99
C=CCC(Nc1ccccc1)c1ccc(OC)c(OC)c1 (stereo unspecified)	6	100	-3	110	97	2	95	105
CC(=O)c1ccc(NC(=O)CSc2nc(C3CC3)nc3ccccc23)cc1	7	94	3	89	91	-3	94	90
CNC(=S)N/N=C/c1cn(CCOc2ccc(OC)cc2)c2ccccc12	3	100	-9	96	98	18	97	99
COc1cccc(-c2noc(C3CCCN(C(=O)CC(C)(C)C)C3)n2)c1 (stereo unspecified)	-4	97	0	111	90	5	98	94
CC(C)Nc1nc(-c2ccccc2)nnc1-c1ccccc1	3	66	0	157*	136	29	795*	168*

Structures listed so far printed as active in MEP2-GFP yeast.
| structure | procasp3 activ | RPL19A-GFP yeast | LAP4-GFP MLPCN | CIT2-GFP yeast | AHR activator | MEP2-GFP yeast | AGP1-GFP MLPCN |
| --- | --- | --- | --- | --- | --- | --- | --- |
| CC(C)Nc1nc(-c2ccccc2)nnc1-c1ccccc1 | 3 | 66 | 157* | 136 | 29 | 795* | 168* |

Going on with the list.
SMILES	procasp3 activ	RPL19A-GFP yeast	procasp7 counter	LAP4-GFP MLPCN	CIT2-GFP yeast	AHR activator	MEP2-GFP yeast	AGP1-GFP MLPCN
COc1ccc(F)cc1S(=O)(=O)Nc1ccc2c(c1)OCO2	-3	104	16	102	101	0	104	99
O=C1NC(c2cccc(Cl)c2)Oc2ccccc21 (stereo unspecified)	10	108	1	106	96	1	103	99
CCOC(=O)N1CCC(NC(=O)CSCc2nc(-c3sccc3C)oc2C)CC1	6	105	4	126	101	1	112	112
NS(=O)(=O)c1ccc(CCNC(=O)COC(=O)C2COc3ccccc3O2)cc1 (stereo unspecified)	3	96	0	95	98	-1	95	96
CCCCN1C=CC(=C2N=c3cccc([N+](=O)[O-])c3=N2)C=C1	-7	101	-14	90	98	26	101	95
COC(=O)c1sccc1S(=O)(=O)Nc1ccc(N2CCCCC2)cc1	4	94	5	112	101	0	97	107
CCC(=O)N1c2ccc(S(=O)(=O)NCc3ccccc3)cc2CC1C (stereo unspecified)	8	103	10	107	96	-1	100	110
O=C(NCc1ccccn1)C(=O)Nc1cc2c3c(c1)CC(=O)N3CCC2	9	93	5	91	98	0	94	99
CCn1cc(C2N3CC4(C)CN2CC(C)(C3)C4=O)c2ccccc21 (stereo unspecified)	9	94	6	106	85	-1	97	93
COc1cccc(NC(=O)CN2C(=O)COc3ccc(S(=O)(=O)N4CCC(C)CC4)cc32)c1	-10	103	-6	97	97	4	108	100
CC1=CC(C)C(C(=O)O)C(C(=O)N2CCN(C)CC2)C1 (stereo unspecified)	4	84	3	86	/	-2	91	84
O=[N+]([O-])c1ccc(C[n+]2cccc3ccccc32)cc1	6	98	-7	107	99	10	102	104
Nc1nncn1C(=O)c1c(Cl)cccc1Cl	6	/	12	97	102	-4	96	101
Cc1ccc(NCN2C(=O)C3C4CCC(C4)C3C2=O)cc1 (stereo unspecified)	10	88	2	113	94	1	112	106
CC1CCCCN1S(=O)(=O)c1cccc2nonc12 (stereo unspecified)	/	103	/	63	105	/	94	88
CCn1ccnc1CN1CCN(CC=C(C)C)C(CCO)C1 (stereo unspecified)	2	107	5	97	100	3	107	101
O=S(=O)(c1ccc(OCC(O)CNC23CC4CC(CC(C4)C2)C3)c(Cl)c1)N1CCOCC1 (stereo unspecified)	-3	102	7	102	100	-1	98	104
Cc1ccc(NC(=O)CSc2nnc(CNC(=O)c3ccccc3F)o2)cc1	-3	100	0	102	96	29	98	106
CN(C)CCNC(C(=O)Nc1cccc(C(F)(F)F)c1)c1ccccc1 (stereo unspecified)	-2	97	0	113	97	-2	97	106
Cc1ccccc1C(=O)NC(C)C(c1cccs1)N1CCOCC1 (stereo unspecified)	-7	94	5	97	106	-2	105	96
CC(=O)Nc1ccc(Nc2cc(C)c3ccccc3n2)cc1	4	107	2	94	108	0	111	104
COc1ccccc1NC(=O)CSc1nc(O)cc(=O)n1C	-7	96	-1	102	98	3	101	96
COc1ccc(N(CC(=O)NCc2ccc(Cl)cc2)S(=O)(=O)c2c(C)nn(C)c2C)cc1	6	100	-4	95	104	1	99	101
COC(=O)[C@@H]1C[C@@]2(O)[C@@H](O)[C@@H](O)[C@@H](O)C[C@H]2N1C/C=C/c1ccccc1	2	92	-4	90	92	2	105	91
COc1cc([N+](=O)[O-])cc(/C=N/NC(=O)c2cncc(Br)c2)c1O	-5	103	-7	102	111	3	107	105
CC(C)Nc1nc(NC(C)C)nc(Oc2ccc(OCc3ccccc3)nn2)n1	-11	102	-2	110	114	1	109	103
CC(=O)Nc1ccc(N=Nc2c(C)[nH]n(C(N)=S)c2=O)cc1	-7	89	7	90	89	5	97	88
Cc1ccc(OCCNC(=O)C2CC(=O)N(c3ccc(C)cc3)C2)cc1 (stereo unspecified)	-1	99	4	95	89	7	95	95
Cc1noc2ncnc(N3CCN(c4cccc(Cl)c4)CC3)c12	2	98	8	106	99	-4	94	97
COc1ccccc1NC(=O)Cn1c(=O)n(CCc2c[nH]c3ccccc23)c(=O)c2cccnc21	1	100	-2	104	100	2	106	100
CCCN(CCC)C(=O)c1ccccc1C(=O)N(CCC)CCC	6	97	12	97	96	10	94	96
O=C(NCCCn1ccnc1)c1cc(S(=O)(=O)N2CCOCC2)ccc1F	5	93	2	114	95	3	102	98
NC(=O)CCN1CCN(C(=O)c2ccc3nc(Cc4cccc(Cl)c4)oc3c2)CC1	4	102	7	76	95	1	96	89
Nc1cc(N)nc(SCC(=O)c2ccccc2)n1	-6	99	-9	98	100	-1	103	101
CNC(=O)COc1ncnc2sc(C)c(C)c12	-2	100	-8	92	87	-2	93	93
CCCCc1ccc(-c2csc(/C(C#N)=C\c3ccc(C)o3)n2)cc1	-4	102	-14	129	122	4	122	105

Continued; the last 6 above are carried over.
SMILES	procasp3 activ	RPL19A-GFP yeast	procasp7 counter	LAP4-GFP MLPCN	CIT2-GFP yeast	AHR activator	MEP2-GFP yeast	AGP1-GFP MLPCN
CCCN(CCC)C(=O)c1ccccc1C(=O)N(CCC)CCC	6	97	12	97	96	10	94	96
O=C(NCCCn1ccnc1)c1cc(S(=O)(=O)N2CCOCC2)ccc1F	5	93	2	114	95	3	102	98
NC(=O)CCN1CCN(C(=O)c2ccc3nc(Cc4cccc(Cl)c4)oc3c2)CC1	4	102	7	76	95	1	96	89
Nc1cc(N)nc(SCC(=O)c2ccccc2)n1	-6	99	-9	98	100	-1	103	101
CNC(=O)COc1ncnc2sc(C)c(C)c12	-2	100	-8	92	87	-2	93	93
CCCCc1ccc(-c2csc(/C(C#N)=C\c3ccc(C)o3)n2)cc1	-4	102	-14	129	122	4	122	105
CCOC(=O)C(NC(C)=O)(Nc1ccc(S(=O)(=O)Nc2nccs2)cc1)C(F)(F)F (stereo unspecified)	-11	96	0	91	95	-1	114	103
Cc1ccc(C(=O)NC2CCS(=O)(=O)C2)cc1S(=O)(=O)N1CCCCCC1 (stereo unspecified)	-1	102	0	105	98	0	101	102
O=C(O)CN1CCc2ccccc2C1	6	97	-1	103	95	0	99	95
CCSc1nnc(Cn2c(=O)sc3ccccc32)n1-c1ccccc1C	6	98	2	104	93	2	112	98
NC(=O)C1CCCN(C(=O)CCC(=O)c2cccs2)C1 (stereo unspecified)	-2	100	1	93	111	0	103	100
Cc1ccccc1S(=O)(=O)Cc1ccc(C(=O)N2CCN(c3cccc(C)c3C)CC2)o1	0	92	2	103	91	0	93	92
CCOc1ccc(Oc2nc(NCC(C)C)nc(OC)n2)nn1	3	94	-11	96	98	4	95	103
O=C(COC(=O)C1CCN(S(=O)(=O)c2ccccc2)CC1)NCCc1ccccc1	4	101	5	97	98	1	98	99
COc1ccc(NC(=O)CSc2nnc(C3CC3)n2C)cc1	0	105	-3	104	111	-6	102	112
O=C(CN1CCN(Cc2ccccc2)CC1)N/N=C/C=C/c1ccco1	5	103	-6	97	108	7	99	107
CCCn1c(C)cc(=O)c2cc(NC(=O)c3ccccn3)ccc21	8	97	2	101	108	37	104	99
CCOC(=O)/C(C#N)=C1/C=CN(c2ccccc2)C=N1	9	97	1	97	99	7	96	98
CCn1c(SCC(=O)Nc2ccc(OC)cc2)nnc1-c1ccco1	5	98	4	92	81	-9	94	97
Cc1[nH]nc2c1-c1nc3ccccc3nc1C(C)(C)C2	2	95	5	105	98	19	99	98
COCCn1cnnc1SCC(=O)Nc1ccc(N2CCCCC2)cc1	4	101	7	100	100	2	99	105
COc1ccccc1N(Cc1cc(=O)[nH]c2ccccc12)C(=O)C(C)C	-1	101	3	94	99	13	104	98
